GAA glycogen = qHTS Assay for Inhibitors and Activators of Human alpha-Glucosidase Cleavage of Glycogen | Lysosomal alpha-glucosidase (Homo sapiens), P10253 | recombinant GAA, glycogen substrate, Amplex Red glucose oxidase fluorescence | Potency, µM (highest dose often 76.4 µM), for the others: top-dose activity change, negative = inhibition, hits mostly inhibitors | 0.38% of 300,000 active | AID 2100, 2009;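 further: 0% = full enzyme reaction and -100% = no-enzyme basal signal; the screen sought inhibitors and activators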
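Natural-substrate format: glycogen cleavage by 4 nM human enzyme, glucose read by Amplex Red coupling (Ex 573, Em 610 nm). Normalized to enzyme and no-enzyme controls.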
HttQ103 aggreg = qHTS Multiplex Assay to Identify Dual Action Probes in a Cell Model of Huntington: Aggregate Formation (GFP). PC12 HttQ103-GFP aggregates, Acumen cytometry, 40 h. AID 1688, 2009. 1.1% of 220,000 active. Potency, µM (series often up to 46.1 µM), for inactives: at the top dose activity change, negative = inhibition, usual class: inhibitors; further: on the % scale 0 is the no-effect control and ±100 the full control effect; nearly all actives have a fitted effect of over 60% in size
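Huntingtin Q103 exon 1–GFP aggregates in induced PC12 cells (100 nM tebufenozide) were quantified by cytometry from lysates, with compounds dosed in titration.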
GoLoco inh red = qHTS Assay for Inhibitors of RGS12 GoLoco Motif Activity (Red Fluorophore) | Guanine nucleotide-binding protein G(i) subunit alpha-1 (Homo sapiens), P63096 | Potency, µM (titrated, usually from 61.6 µM), inactives show top-dose activity, negative = inhibition, hits mostly inhibitors | AID 880, 2007 | 0.44% of 230,000 active | Gai1:RGS12 GoLoco peptide FP, rhodamine, 10 min; active means well fitted inhibition curve with a large enough effect, not every such curve was filed as active; inactive means no such curve, though single readings can be large or run the other way; further: on the % scale 0 is the no-effect control and ±100 the full control effect; nearly all actives have a fitted effect of over 30% in size; many of its hits are not listed in these tables
Target sequence (P63096 whole entry, looked up): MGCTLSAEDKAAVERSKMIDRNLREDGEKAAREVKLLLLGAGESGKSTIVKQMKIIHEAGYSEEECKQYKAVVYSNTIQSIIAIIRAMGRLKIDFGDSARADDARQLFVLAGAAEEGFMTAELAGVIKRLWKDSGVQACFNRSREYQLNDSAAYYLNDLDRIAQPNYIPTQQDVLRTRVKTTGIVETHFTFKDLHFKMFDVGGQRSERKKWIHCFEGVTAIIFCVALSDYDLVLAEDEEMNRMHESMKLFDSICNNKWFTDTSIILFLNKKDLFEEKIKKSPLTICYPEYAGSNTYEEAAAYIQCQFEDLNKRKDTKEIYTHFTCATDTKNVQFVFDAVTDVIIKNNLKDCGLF
GAA inhib = qHTS Assay for Inhibitors of Human alpha-Glucosidase as a Potential Chaperone Treatment of Pompe Disease | AID 1466, 2008 | Lysosomal alpha-glucosidase (Homo sapiens), P10253 | Potency, µM (titrated, usually from 76.9 µM), inactives show at the highest dose activity change, negative = inhibition, hits mostly inhibitors | 0.005% of 200,000 active | purified human GAA, 4-MU-alpha-glucoside fluorescence;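 further: plate controls were uninhibited enzyme wells for no effect and no-enzyme background for full effect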
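AC50 values come from Hill fits of compound titrations (up to 77 uM) against 4 nM human enzyme. Substrate 4-methylumbelliferyl-alpha-D-pyranoside at 400 uM, pH 5.0 citrate buffer, 20 min room temperature; fluorescence Ex 365/Em 440 after alkaline stop.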
aGlu spleen mod = qHTS Assay for Inhibitors and Activators of Human alpha-Glucosidase From Spleen Homogenate. Lysosomal alpha-glucosidase (Homo sapiens), P10253. human spleen homogenate, 4-MU-alpha-glucoside fluorescence. Potency, µM (top dose mostly 79.9 µM), inactives show at the highest dose activity change, negative = inhibition, most hits filed as inhibitors. 0.006% of 240,000 active;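 further: 0% = enzyme with vehicle and -100% = no enzyme basal signal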
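AC50 values come from Hill-equation fits of concentration-response data, normalized to no-enzyme and full-activity controls. Enzyme source: 1 ug human spleen homogenate; 1 mM fluorogenic 4-MU glucoside, pH 5.0 citrate buffer, 37 C, 40 min.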
IMPase Li cell = qHTS Assay for Identifying the Cell-Membrane Permeable IMPase Inhibitors: Potentiation with Lithium | CHO-M1 cells, IP1 TR-FRET (IP-One), carbachol + lithium | Potency, µM (highest dose often 59.4 µM), for inactives: at the top dose activity, negative = IMPase inhibition, most hits filed as inhibitors | 0.35% of 210,000 active;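 further: IP1 builds up when IMPase is blocked and the TR-FRET signal falls; plate controls were basal vehicle for no effect and high inhibitor control for full effect; nearly all actives have a fitted effect of over 50% in size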
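CHO cells stably expressing M1 receptor (2000/well, cultured 16–30 h) treated 30 min at 37C with compound plus low lithium. Cytosolic IP1 by TR-FRET (665/620 ratio and 620 channel) after 10 min lysis; AC50 by Hill fit.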
HTT ATP protect = qHTS Multiplex Assay to Identify Dual Action Probes in a Cell Model of Huntington: Cytoprotection (ATP) | PC12 HTT-Q103 induced, cytoprotection, ATP luminescence, 40 h | 0.14% of 230,000 active | AID 1471, 2008 | Potency, µM (top dose mostly 56.4 µM), inactives show cytoprotection (ATP increase), most hits filed as activators;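 further: % of control where 0% means no effect; nearly all actives have a fitted effect of over 45% in size; toxic huntingtin expression switched on by the ecdysone agonist tebufenozide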
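Quantitative HTS on tebufenozide-induced (100 nM) PC12 cells expressing HTTQ103 exon 1–GFP; compounds tested as a concentration series; survival measured via cellular ATP.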
The depositor's hits bear a star; ? = inconclusive; / = no result given; [ ] = another dose, or the depositor's remark. Unless noted, the call rests on the fitted dose curve; in most records, active means well fitted curve in the direction sought with a large enough effect; inconclusive means small, poorly fitted or top-dose-only effect, or another doubt; inactive means no such curve, though single readings can be large; an effect the other way counts as inactive or inconclusive. Potency means the concentration at half of the fitted maximal effect. Not all compounds are listed. The share of hits here may be higher or lower than overall.

SMILES	GAA glycogen	HttQ103 aggreg	GoLoco inh red	GAA inhib	aGlu spleen mod	IMPase Li cell	HTT ATP protect
Cc1cc(C(=O)NCCN2C(=O)S/C(=C\c3cccs3)C2=O)ccc1[N+](=O)[O-]	-2%	-5%	-2%	-6%	-1%	14%	/
Cc1cc2ccccc2n2c(SCC(=O)N3CCc4ccccc4C3)nnc12	-3%	?	4%	0%	-5%	10%	43%[10 µM]
CN(C)CCCNC(=O)/C(=C\C=C\c1ccccc1)NC(=O)c1ccc([N+](=O)[O-])cc1	-6%	-2%[9.22 µM]	-1%	/	-2%	/	-12%[10 µM]
CS(=O)(=O)N1CCCC(C(=O)N2CCc3ccccc3C2)C1 (centres undefined)	6%	9%	-1%	4%	-21%	-12%[38.3 µM]	15%
COc1cccc(OCC(O)CN2CCC(C)CC2)c1 (centres undefined)	4%	-14%	-4%	-9%	-9%	4%[38.3 µM]	0%
COc1ccc(S(=O)(=O)N2Cc3ccccc3CC2C(=O)Nc2nccs2)cc1 (centres undefined)	-3%	-24%	-4%	0%	-2%	4%[38.3 µM]	-18%
O=C(CNC1CCCCC1)Nc1cc(S(=O)(=O)N2CCOCC2)ccc1Cl	10%	-14%	5%	-5%	6%	11%	-38%[inhibitor]
CSc1ccccc1NC(=O)COC(=O)c1ccccc1Cc1ccccc1	0%	5%	3%	-15%	4%	17%	-1%[10 µM]
O=P(Cc1ccncc1)(c1ccccc1)c1ccccc1	0%	1%[9.22 µM]	11%	-8%	2%	26%[38.3 µM]	-14%
CC(C)(C)Cc1nnc(NC(=O)Cc2ccc([N+](=O)[O-])cc2)s1	0%	-2%	-7%	-8%	-4%	-1%	1%[10 µM]
CCOC(=O)c1[nH]c2cc3c(cc2c1NC(=O)CN1CCCCC1C)OCO3 (centres undefined)	-7%	-16%	8%	-1%	-24%	-9%[38.3 µM]	-13%
CSc1ccc(C(=O)C2CCCN(C(=O)c3ccc4c(c3)no[n+]4[O-])C2)cc1 (centres undefined)	-5%	-2%[9.22 µM]	9%	/	1%	/	13%[10 µM]
Cc1ccc(Nc2nnc(SCC(=O)Nc3cccc(S(=O)(=O)NC4=NCCCCC4)c3)s2)cc1	0%	18%	-20%	-15%	5%	-3%	-5%[10 µM]
CCOC(=O)Cc1csc(NC(=O)CSc2nnc(-n3nc(C)cc3C)c3ccccc23)n1	-7%	13%	-2%	?	1%	-5%[38.3 µM]	-1%[10 µM]
COc1ccc(C2CC(c3cccs3)=NN2C(=O)CSc2nc3ccccc3s2)cc1 (centres undefined)	11%	7%	-3%	-2%	-6%	10%	10%[10 µM]
O=C(/C=C/c1ccc(S(=O)(=O)N2CCOCC2)cc1)NC(=S)Nc1ccc(Cl)cc1Cl	-14%	?	-3%	-5%	3%	-2%	12%[10 µM]
COc1ccc(NC(=O)CCCC(=O)OCC(F)(F)C(F)F)cc1	-4%	-11%	12%	-5%	1%	27%[38.3 µM]	12%
N#Cc1c[nH]n2c(=O)cc(Cc3ccccc3)nc12	8%	-12%	7%	?	4%	12%[38.3 µM]	-1%[10 µM]
Cc1ccc(NC(=S)NCCSc2ccc(Cl)cc2)c(C)c1	-2%	6%	7%	8%	4%	15%	1.8µM*
Cc1ccc(Oc2ccccc2/C=N/O)cc1	0%	-21%	3%	4%	4%	2%	-5%[10 µM]
O=C(NCc1cccnc1)C(=O)Nc1nccs1	-5%	1%	6%	-2%	-2%	-4%	-13%
CCOC(=O)C1=C(C)NC(=O)NC1c1ccccc1 (centres undefined)	4%	-9%	1%	4%	-2%	3%	/
COCCCn1c(SCc2nc3ccccc3c(=O)[nH]2)nc2ccccc2c1=O	3%	13%	-5%	0%	3%	20%[38.3 µM]	-8%
O=C(NCc1ccco1)c1cc([N+](=O)[O-])ccc1N1CCOCC1	-15%	5%	4%	-1%	-3%	8%	?
Cc1[nH]n(-c2ccccc2)c(=O)c1C=Nc1ccc2[nH]c(=O)[nH]c2c1	9%	-13%	-7%	5%	-6%	-1%	-30%[10 µM]
CN(C)c1ncc2nc(-c3ccc(Cl)cc3)c(=O)n(CCC#N)c2n1	/	/	-2%	/	-6%	-4%	3%
Cc1nc2ccccc2n1CC(=O)NN	3%	/	-3%	7%	-2%	4%	/
O=S(=O)(/N=C(/Nc1ccccc1)C(F)(F)F)c1ccccc1	0%	-5%	-2%	-4%	14%	-5%	-8%[10 µM]
O=C(CSc1ncnc2sc3c(c12)CCCC3)c1ccccc1	2%	-21%	16%	-12%	-5%	9%	14%[1.9 µM]
COc1ccc(S(=O)(=O)NC(N)=NCCc2ccc(OC)c(OC)c2)cc1	7%	-1%	-8%	0%	-9%	-7%	?
N#Cc1c(-c2ccc(F)cc2)ccnc1N1CCOCC1	2%	8%	-8%	1%	0%	-4%	-39%[inhibitor]
O=C(Nc1ccccc1O)c1ccccc1O	?	?	5%	5%	0%	4%[38.3 µM]	-38%[inhibitor]
CC(=O)c1c(C)[nH]c(C(=O)Nc2nccs2)c1C	-12%	-3%	17%	-5%	9%	-9%	-66%[inhibitor]
COc1ccccc1CN1CCCCC1C(=O)O (centres undefined)	3%	6%	-4%	3%	2%	-1%	-8%
CN(CCO)c1cc(Sc2nc3ccccc3s2)c2nonc2c1[N+](=O)[O-]	9%	5%	-30%	-1%	-4%	23%[38.3 µM]	-73%[inhibitor]
O=C(N/N=C/c1ccc(Cl)c([N+](=O)[O-])c1)c1cc(-c2ccccc2)nc2ccccc12	6%	4%	3%	-1%	0%	7%	6%
COc1ccccc1/C=C/C=N/n1c(-c2ccc(Cl)cc2)n[nH]c1=S	5%	-6%[9.22 µM]	1%	-14%[15.4 µM]	-1%	/	-16%[10 µM]
Cc1ccccc1CSc1nnc([C@@H]2CCCN2)o1	4%	4%[9.22 µM]	6%	/	-3%	/	23%[10 µM]
CCOC(=O)N1CCC(NC(=O)c2cc3c(-c4ccc(OC)c(OC)c4)nn(C)c3s2)CC1	5%	10%	-1%	0%	-8%	7%[38.3 µM]	-12%
O=C(NCCSc1ccccc1)c1cccnc1	15%	-2%	2%	2%	-5%	5%[38.3 µM]	-12%[10 µM]

Shown as a markdown table: part of the list above.
| smiles | GAA glycogen | HttQ103 aggreg | GoLoco inh red | GAA inhib | aGlu spleen mod | IMPase Li cell | HTT ATP protect |
| --- | --- | --- | --- | --- | --- | --- | --- |
| CC(=O)c1c(C)[nH]c(C(=O)Nc2nccs2)c1C | -12% | -3% | 17% | -5% | 9% | -9% | -66%[inhibitor] |
| O=C(N/N=C/c1ccc(Cl)c([N+](=O)[O-])c1)c1cc(-c2ccccc2)nc2ccccc12 | 6% | 4% | 3% | -1% | 0% | 7% | 6% |

The main list resumes with the 4 entries that preceded the break.
SMILES	GAA glycogen	HttQ103 aggreg	GoLoco inh red	GAA inhib	aGlu spleen mod	IMPase Li cell	HTT ATP protect
COc1ccccc1/C=C/C=N/n1c(-c2ccc(Cl)cc2)n[nH]c1=S	5%	-6%[9.22 µM]	1%	-14%[15.4 µM]	-1%	/	-16%[10 µM]
Cc1ccccc1CSc1nnc([C@@H]2CCCN2)o1	4%	4%[9.22 µM]	6%	/	-3%	/	23%[10 µM]
CCOC(=O)N1CCC(NC(=O)c2cc3c(-c4ccc(OC)c(OC)c4)nn(C)c3s2)CC1	5%	10%	-1%	0%	-8%	7%[38.3 µM]	-12%
O=C(NCCSc1ccccc1)c1cccnc1	15%	-2%	2%	2%	-5%	5%[38.3 µM]	-12%[10 µM]
Cc1ccc(-c2noc(CCC(=O)NCC3CCN(Cc4cccc(C)c4)CC3)n2)cc1	-1%	-15%	-14%	-7%	-9%	18%[38.3 µM]	-13%[10 µM]
Cn1ncc(Br)c1C(=O)N1CCN(C(=O)c2ccco2)CC1	7%	8%	0%	1%	-1%	5%	-17%[10 µM]
Cc1ccc(Cn2c(SCC(=O)Nc3cccc(C)n3)nc3c2c(=O)n(C)c(=O)n3C)cc1	1%	-3%	8%	0%	-7%	29%[38.3 µM]	-6%
NS(=O)(=O)c1ccc(CCNC(=O)/C=C/c2ccccc2[N+](=O)[O-])cc1	7%	-4%	8%	-11%	-5%	1%	12%
CC(=O)N(C)c1ccc(NC(=O)Nc2ccc(C)c(C)c2)cc1	7%	4%[9.22 µM]	5%	/	-5%	2%	11%[10 µM]
Cc1c(C#N)c2ncn(CCCN(C)C)c(=O)c2n1-c1ccccc1	4%	7%	7%	4%	6%	20%[38.3 µM]	-17%[0.074 µM]
O=C(CSc1nnc(CNC(=O)c2ccccc2F)o1)c1ccc(Cl)cc1	3%	0%	34%[activator]	1%	2%	34%[activator][38.3 µM]	3%
S=C(NCc1ccc(Cl)c(Cl)c1)Nc1ccc2c(c1)OCO2	-12%	-12%	15%	-3%	0%	7%	17%[10 µM]
Cc1cc(C)n2nc(CC#N)c(C#N)c2n1	-5%	?	12%	2%	-10%	-9%	11%[10 µM]
CC(C)Oc1ccc(N2CC(C(=O)Nc3ccccc3F)CC2=O)cc1 (centres undefined)	2%	-1%	-7%	-7%	0%	21%[38.3 µM]	7%
CCc1cc2ccccc2nc1SCC(=O)N1CCN(C(=O)c2ccco2)CC1	-4%	-8%	5%	-3%	-3%	15%[38.3 µM]	-16%[10 µM]
CCCC(=O)Nc1cccc(S(=O)(=O)N(C)c2ccccc2)c1	2%	-7%	-20%	-14%	-4%	9%	4%[10 µM]
CCCSc1nnc(Cn2c(=O)sc3ccccc32)n1C	2%	-20%	0%	1%	2%	3%	12%[10 µM]
O=C(NS(=O)(=O)c1ccc(F)cc1)O[C@@H]1C(=O)c2cc(Br)ccc2O[C@H]1c1ccc2c(c1)OCO2	/	/	-3%	/	-7%	8%	?
Clc1ccccc1-c1nccc(NCCN2CCOCC2)n1	/	/	2%	/	4%	7%	5%
Cc1cccc(OCCN2C(=O)C(=O)c3cc(C)ccc32)c1	-6%	-1%[9.22 µM]	10%	0%	-13%	10%	-53%[inhibitor][10 µM]
C=CCN(Cc1cc(OC)ccc1OC)S(=O)(=O)N(C)C	3%	4%	7%	-1%[15.4 µM]	-2%	-5%[38.3 µM]	-8%[0.074 µM]
O=c1c2ccccc2[nH]c2ccc(F)cc12	7%	?	1%	?	30%	9%	-19%

Screening results (PubChem)
